Bioassay records from PubChem.
CHO parental Ca = counter-screen: ATP calcium response change in parental CHO cells. parental CHO-K1, ATP-induced calcium, Fluo-8 fluorescence. inhibition, % at 5.6 µM. actives 0.63% (n = 330,000). AID 463079;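 active = inhibition above that plate's mean sample inhibition plus 3 SD, cut at about 26% in these data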;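 also: 0% = ATP-challenged DMSO wells and 100% = DMSO wells without ATP; some compounds past the cut are filed as inactive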
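Test system: parental CHO cells; detection: calcium-sensitive Fluo-8 fluorescence; evaluation: percent inhibition of calcium signal; also added: ATP as calcium-mobilizing challenge; repeats: one well per compound; control set: ATP-challenged DMSO wells low, unchallenged DMSO wells high; compound: single nominal dose of 5.6 µM per compound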
TAAR1 agonist = agonists of human TAAR1; Q96RJ0; CHO RD-HGA16 TAAR1, Fluo-8 calcium fluorescence; vehicle wells 0%, saturating PEA agonist 100%; activation, % at 3 µM; actives 0.99% (n = 360,000); AID 624467;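 active = activation above the mean activation of all test compounds in the run plus 3 SD, cut at about 38% in these data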
Target sequence (Q96RJ0 whole entry, looked up): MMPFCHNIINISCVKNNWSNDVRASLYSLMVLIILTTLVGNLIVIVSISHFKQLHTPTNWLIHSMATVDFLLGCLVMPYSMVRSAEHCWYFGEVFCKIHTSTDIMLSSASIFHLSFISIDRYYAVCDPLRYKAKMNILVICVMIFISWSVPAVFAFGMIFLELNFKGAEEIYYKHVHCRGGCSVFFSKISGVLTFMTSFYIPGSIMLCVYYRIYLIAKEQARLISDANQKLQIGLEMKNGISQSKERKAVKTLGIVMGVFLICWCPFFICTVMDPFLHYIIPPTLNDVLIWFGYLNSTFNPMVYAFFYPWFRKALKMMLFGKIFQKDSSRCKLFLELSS
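System: CHO RD-HGA16 cells carrying human TAAR1 plus Gα16; Incubation: 17-24 h seeding, 75 min 37 °C dye, 30 min RT; Measured by: Fluo-8 fluorescence, 5 s baseline then 140 s kinetic read; Control set: DMSO and PEA EC100; Replication: single well for each compound.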
OXTR potentiator = potentiates the human oxytocin receptor response. P30559. CHO-OTR cells, Fluo-8 calcium fluorescence, potentiator mode; 0% = oxytocin EC15, 100% = EC100. activation, % at 3 µM. actives 0.061% (n = 320,000). AID 2445;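 active = activation above that plate's cutoff, the mean activation of tested compounds plus 3 SD, cut at about 6.6% in these data, passing the limit was not always enough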;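 also: 100% uses oxytocin at 75 nM as the full agonist control; some results filed as inactive read as strong as hits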
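Material: CHO-OTR cells, human receptor; compound dosing: single dose, 3.0 µM nominal final compound concentration; schedule: 6 min compound pre-incubation at room temperature, 100 s kinetic read; measured by: kinetic Fluo-8 calcium fluorescence; read-out basis: % activation vs EC15 and EC100 oxytocin; controls: EC15 oxytocin alone as 0%, 75 nM oxytocin as 100%; replicates: singlicate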
CHO-K1 Ca PAM = nonselective activator or artifact in parental CHO-K1 calcium assay. ATP EC20, Fluo-8 calcium fluorescence; 0% at ATP EC20, 100% at ATP max. activation, % at 3 µM. actives 0.02% (n = 360,000);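 active = activation above the run cutoff, the mean activation of all test compounds plus 3 SD, cut at about 40% in these data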;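 also: peak over basal fluorescence ratio in a 140 s read after ATP addition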
TAAR1 antag = human TAAR1 antagonism; Q96RJ0; CHO RD-HGA16 TAAR1, Fluo-8 calcium fluorescence, antagonist; inhibition, % at 3 µM; actives 1.5% (n = 360,000); AID 624466;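 active = inhibition above a per-plate cutoff, the mean inhibition of test compounds on that plate plus 3 SD, cut at about 49% in these data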;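 also: 0% = DMSO plus EC80 beta-PEA response and 100% = DMSO alone without agonist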
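Test system – hTAAR1-expressing CHO RD-HGA16 cells, Gα16-coupled · Reagent – β-PEA at EC80 concentration, post-compound challenge · Compound dosing – 3 µM, single point · Timing – 140 s kinetic read after compound, 140 s after agonist · Detection – Fluo-8 intracellular calcium dye fluorescence, real-time kinetic reads · Control set – DMSO and EC80 PEA controls · Repeats – n of 1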
M1 ag = human M1 muscarinic receptor agonism; P11229; CHO-K1 hM1, Fluo-8 calcium fluorescence, agonist mode; 0% DMSO, 100% acetylcholine EC100; activation, % at 3 µM; actives 0.33% (n = 360,000);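 active = activation above the run's mean compound activation plus 3 SD, cut at about 16% in these data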;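 also: peak over basal fluorescence ratio within a 140 s kinetic read after compound addition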
M1 ag parental = nonselective activator or artifact in parental CHO-K1 cells | Fluo-8 calcium fluorescence; scaled to maximal ATP response, vehicle zero | actives 0.48% (n = 360,000) | AID 602248 | activation, % at 3 µM; in the data active = activation above about 15%;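 also: untransfected CHO-K1 host cells lacking M1 receptor as counterscreen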
V1aR counter = V1a receptor agonism, counter-screen for OXTR agonists; P37288; CHO-V1R cells, Fluo-8 calcium fluorescence, agonist mode; 0% DMSO, 100% 3 nM vasopressin; activation, % at 3 µM; actives 0.25% (n = 320,000); AID 2797;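 active = activation above the mean activation of all tested compounds plus 3 SD, per screening run, cut at about 20% in these data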;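 also: signal is peak over basal fluorescence ratio across a 100 second FLIPR read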
Target sequence (P37288 whole entry, looked up): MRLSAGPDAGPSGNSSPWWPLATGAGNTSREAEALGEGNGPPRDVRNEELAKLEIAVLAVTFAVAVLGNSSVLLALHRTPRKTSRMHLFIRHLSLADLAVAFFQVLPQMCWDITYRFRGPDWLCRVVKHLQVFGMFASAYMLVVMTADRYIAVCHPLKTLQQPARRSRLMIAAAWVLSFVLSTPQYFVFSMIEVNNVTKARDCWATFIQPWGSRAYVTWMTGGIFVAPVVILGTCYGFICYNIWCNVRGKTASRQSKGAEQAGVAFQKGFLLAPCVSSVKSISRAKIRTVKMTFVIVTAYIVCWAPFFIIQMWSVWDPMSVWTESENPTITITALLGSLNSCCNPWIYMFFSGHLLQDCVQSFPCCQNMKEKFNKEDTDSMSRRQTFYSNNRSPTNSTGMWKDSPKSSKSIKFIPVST
CHO-K1 Ca antag = nonselective inhibitor or artifact in parental CHO-K1 cells; ATP-induced calcium, Fluo-8 fluorescence; inhibition, % at 3 µM; actives 0.6% (n = 360,000); AID 602250;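 active = inhibition above a per-plate cutoff, the plate's mean sample inhibition plus 3 SD, cut at about 24% in these data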;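 also: 0% = DMSO plus EC80 ATP and 100% = DMSO alone without ATP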
* hit, by the source's call; . = no result given. The order is random (roughly 3.3% active in at least one column).

compound,CHO parental Ca,TAAR1 agonist,OXTR potentiator,CHO-K1 Ca PAM,TAAR1 antag,M1 ag,M1 ag parental,V1aR counter,CHO-K1 Ca antag
N#CC1=C(N)OC2=C(C(=O)CCC2)C1c1ccc(OC(=O)N2CCOCC2)cc1 (centres undefined),1,5,-3,16,-7,-5,0.4,0.8,-7
COc1ccc(OC)c(S(=O)(=O)N2CCN(C(=O)NC3CCCCC3)CC2)c1,-10,5,-8,-3,3,3,-0.5,-0.5,-8
COc1ccc(-n2c(Cc3ccccc3)nnc2SCC(=O)N2CCCc3ccccc32)cc1,-20,27,-19,18,12,-6,1.2,-0.6,-8
Cc1cc(C)n2nc(SCC(=O)N(C)C3CCCCC3)nc2n1,-10,2,3,0,2,-4,0.2,0.1,2
COc1ccc(CC(=O)Nc2cc(S(=O)(=O)N3CCOCC3)ccc2N2CCOCC2)cc1,-11,6,-12,1,3,-3,-0.3,-0.5,-8
CC(C)C[C@@H]1COc2cc(N3CC[C@H](O)C3)ccc2S(=O)(=O)N1,.,1,.,17,-5,.,0.4,.,-2
CN1C(=O)/C(=C/c2ccccc2OCc2ccc(C(=O)O)cc2)NC1=S,-12,1,-13,-7,-3,-5,-0.2,0.0,6
CN(C)CCCOc1ccc2c(c1)Sc1ccccc1CC2=O,1,5,-7,25,5,24*,3.6,1.6,-2
O=C(COC(=O)COc1ccc(Cl)cc1)NCc1cccs1,-10,1,2,31,3,-4,2.0,3.7,-19
Cc1ccc(N2C(=O)N(c3ccc(C)cc3)C3CS(=O)(=O)CC32)cc1 (centres undefined),-6,0,-13,-10,-30,-3,1.5,-0.8,-8
O=C(O)c1ccc(NC(=O)C2(c3ccccc3)CCCC2)cc1,-1,3,-1,10,-25,-1,0.3,-0.3,-8
CCOc1ccc(CN(C)C(=O)c2cc3ccccc3o2)cc1OC,-1,1,-11,19,-18,3,7.0,4.4,-14
CN(C)S(=O)(=O)N1CCN(c2cccc(Cl)c2)CC1,2,0,-1,2,3,-4,0.4,0.8,-7
CCCc1ccc(C(C)NC(=S)NCc2ccc(F)cc2)cc1 (centres undefined),33*,58*,-17,-10,70*,7,17*,21*,16
CN(CC(=O)Nc1ccccc1Cl)C(=O)COC(=O)c1ccc(S(=O)(=O)C(F)F)cc1,-10,3,-7,8,-19,-1,3.9,2.6,-2
O=C(O)c1ccccc1C(=O)c1cccc2c(Br)cccc12,.,-1,.,5,8,-7,0.1,.,3
CCC(=O)N1CN(S(=O)(=O)c2ccc(C)cc2)CC1C (centres undefined),-2,-1,3,10,10,-5,-0.2,0.4,3
Cc1cccnc1NC(=O)c1ccc([N+](=O)[O-])o1,2,7,-4,14,18,-6,0.3,0.8,-4
Cc1ccc(-c2nc(SCC(=O)N(C)C3CCS(=O)(=O)C3)[nH]c2-c2ccc(C)cc2)cc1 (centres undefined),-15,5,-3,19,-4,-5,0.6,-0.6,-8
COCCn1c(=NC(=O)c2sc3ccccc3c2Cl)sc2cc(S(N)(=O)=O)ccc21,-2,3,2,15,12,-3,-0.2,1.7,-8
O=c1[nH]c2ccc(S(=O)(=O)N3CCN(c4ccc(F)cc4)CC3)cc2o1,7,13,-3,13,0,1,4.0,3.8,-8
Cc1cnc(CNC(=O)c2ccc3sc([C@H]4C[C@H](O)[C@@H](CO)O4)nc3c2)cn1,.,1,.,8,-17,0,0.5,.,2
CC(Sc1nc(NC(C)(C)C)nc(N(C)C)n1)C(=O)Nc1ccccc1 (centres undefined),-23,-2,1,-19,-26,-4,2.1,-0.3,6
C=CCNC(=S)N1CC2(C)CN(C(=S)NCC=C)CC(C)(C1)C2=O,-18,3,-3,25,-12,3,0.6,0.3,-14
Cc1ccc(OCc2cc(C(=O)N3CCC(c4ccccc4Cl)C3)no2)cc1C (centres undefined),-15,10,-8,-8,-18,-2,1.1,3.3,-3
CC(=O)c1ccc(S(=O)(=O)N2CCN(C)CC2)cc1,-2,6,-4,12,8,0,0.6,0.7,-11
O=C1CC(NS(=O)(=O)c2cc(F)ccc2F)CN1c1ccc2c(c1)OCCO2 (centres undefined),-25,1,-6,8,6,4,0.3,0.1,-2
CC1(c2ccc(Cl)cc2)NC(=O)N(CC(=O)N2CCN(C(=O)c3cccs3)CC2)C1=O (centres undefined),.,0,.,-17,-6,-3,0.0,.,20
Cc1ccccc1C(=O)Nc1cccc(NC(=O)Cn2cnc3c(=O)n(C)c(=O)n(C)c32)c1,-5,.,-4,-3,.,-4,7.2,0.4,10
CC(=O)c1ccc(N2CCN(C(=O)/C=C/c3cccs3)CC2)cc1,-27,4,-3,-6,7,-15,0.7,-0.9,6
O=c1c2ccccc2nc(/C=C/c2c[nH]c3ccccc23)n1-c1ccc([N+](=O)[O-])cc1,-9,4,-1,13,13,-2,0.3,0.3,-3
CN(C)CCCN(C(=O)c1ccc2c(c1)CCCC2)c1nc2c(F)cccc2s1,-16,21,-3,36,-8,-6,5.2,3.2,-19
COc1ccccc1C1CC(c2c(-c3ccccc3)c3cc(Cl)ccc3[nH]c2=O)=NN1S(C)(=O)=O (centres undefined),-13,20,-20,8,5,0,0.2,0.6,1
O=c1[nH]c(Nc2nc3ccccc3o2)nc2c1CCCC2,-10,1,-7,6,-30,-3,-0.4,-0.7,-9
COc1ccc(C(=O)Nc2c(N)nc(SCC(=O)N3CCC(C)CC3)[nH]c2=O)cc1OC,10,1,-3,4,-8,0,4.2,-0.3,9
C(=N\N(c1ccccc1)c1ccccc1)/c1ccc2c(c1)OCO2,-18,5,-4,13,-11,-4,0.0,-0.1,-20
Oc1ccc(/C=N/N(c2ccccc2)c2ccccc2)c(O)c1O,-16,-3,-15,10,14,-3,0.2,-0.8,-11
Clc1cccc(CNCCCSc2ncccn2)c1Cl,-10,1,-19,-15,0,-7,0.5,1.3,14
COCCCN1C(=O)c2ccc(C(=O)NCc3ccccn3)cc2C1=O,3,1,-2,16,-15,-3,1.1,0.0,-16
COc1cc2c(C(=O)N3CCN(C)CC3)c(C)oc2cc1Br,-8,18,-2,16,-3,-1,0.5,1.3,-14

Part of the list above in order of molecular weight, largest number first:
compound,CHO parental Ca,TAAR1 agonist,OXTR potentiator,CHO-K1 Ca PAM,TAAR1 antag,M1 ag,M1 ag parental,V1aR counter,CHO-K1 Ca antag
CC1(c2ccc(Cl)cc2)NC(=O)N(CC(=O)N2CCN(C(=O)c3cccs3)CC2)C1=O (centres undefined),.,0,.,-17,-6,-3,0.0,.,20
O=C1CC(NS(=O)(=O)c2cc(F)ccc2F)CN1c1ccc2c(c1)OCCO2 (centres undefined),-25,1,-6,8,6,4,0.3,0.1,-2
O=c1[nH]c(Nc2nc3ccccc3o2)nc2c1CCCC2,-10,1,-7,6,-30,-3,-0.4,-0.7,-9

Next section:
compound,CHO parental Ca,TAAR1 agonist,OXTR potentiator,CHO-K1 Ca PAM,TAAR1 antag,M1 ag,M1 ag parental,V1aR counter,CHO-K1 Ca antag
COc1ccc(-c2csc(-n3ncc(-c4ccccn4)c3N)n2)cc1,-14,0,-14,-8,-22,-3,-0.1,0.0,-8
Cc1ccc(NC(=O)C(C)N2C(=O)C3C4CC(C(Br)C4Br)C3C2=O)cc1 (centres undefined),8,27,-6,13,-5,-4,1.1,5.3,7
O=C(O)c1cccc2cccnc12,-4,10,2,18,-4,-3,0.5,0.5,0
CC[C@@]12C(=O)N(c3cccc(Br)c3)C(=O)N1[C@H](c1ccc(F)cc1)[C@@H]1C(=O)N(C3CCCCC3)C(=O)[C@@H]12,-29,3,-1,7,-11,-3,0.4,-0.4,-8
O=C(Nc1ccccc1)OCc1cnc(Cl)s1,-3,5,-3,7,3,-6,0.6,-0.9,-5
COc1ccccc1OCC(=O)NCCC1=CCCCC1,-20,1,-6,2,-18,-7,-0.1,-0.9,-4
CCc1c(-c2ccccc2)nc2nc(C)c(C)nn12,-8,2,2,-5,-20,-3,0.1,-0.8,2
CCOc1ccc(N2CC(C(=O)NCCN3C(=O)S/C(=C\c4ccc(OC)c(OC)c4)C3=O)CC2=O)cc1 (centres undefined),-5,10,-10,29,-6,-8,1.2,-0.4,-5
COc1ccc(-c2nnc(SC(C)C(=O)NNC(=O)c3ccc(C)cc3)o2)cc1 (centres undefined),-8,1,-2,17,-1,-9,0.1,-0.8,-7
Cc1ccc(C=Cc2ccccn2)cc1,.,0,.,10,-1,-3,-0.1,.,-10
O=C(COC(=O)Cc1cccc(C(F)(F)F)c1)Nc1ccccc1,-9,0,-4,17,2,-4,0.6,1.9,-11
CCCc1nn(C)c2c(=O)[nH]c(-c3ccccc3OCC)nc12,-14,0,-8,-8,14,-5,0.0,0.1,6
O=C(COC(=O)C1C2CC3OC(=O)C1C3C2)Nc1ccc(Cl)cc1 (centres undefined),-2,6,-2,3,-1,-5,1.2,1.9,-5
CCOc1cc(/C=N/NC(=O)c2cccnc2)ccc1OCC(=O)N1CCOCC1,-9,1,-12,20,-6,-2,0.3,0.3,-7
CCN(CC)S(=O)(=O)c1cccc(C(=O)Nc2cc(C)cc(C)c2)c1,-34,3,-7,15,12,-7,-0.4,2.4,0
CC1(C(=O)NS(=O)(=O)c2ccc3c(c2)CCO3)CCN1C(=O)Cc1ccc(-c2ccccc2)cc1 (centres undefined),.,8,.,6,-37,-2,-0.4,.,6
O=C1OC(c2ccccc2)Cc2cc(C(=O)N3CCN(c4ccc(F)cc4)CC3)ccc21 (centres undefined),.,0,.,-3,-21,-4,1.8,.,-2
CSc1sc2ccccc2[n+]1CCCS(=O)(=O)[O-],7,0,-8,7,-2,3,-0.1,1.3,-14
CCNC(=O)c1cc2c(c(-c3cccc(-c4cccc(C(=O)N(C)C)c4)c3)n1)[C@H](CCO)N(S(=O)C(C)(C)C)C2 (some centres undefined),.,2,.,13,-5,-10,1.1,.,3
COc1ccc(NC(=O)COC(=O)Cc2c[nH]c3ccccc23)cc1OC,2,10,-6,-4,-7,-2,3.0,5.0,-11
Cc1nc2ccc(S(=O)(=O)N3CCCCC3)cc2s1,-9,2,-9,-8,10,2,0.2,1.2,1
CC1(C)C(=O)C2(CCCCC2)C(=O)OC1c1cccn1-c1ccc([N+](=O)[O-])cc1 (centres undefined),-7,5,-7,17,-12,-6,0.5,0.2,-6
